TNF necrop inh = inhibitors of TNF-alpha induced necroptosis in Jurkat FADD-/- cells; Jurkat FADD-/- TNF necroptosis rescue, ATP luminescence, 24 h; 0 = TNF only, 100 = no-TNF cells; activation (protection from cell death), % at 10 µM; 0.068% of 220,000 active;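 active = activation, meaning protection from cell death, of at least 50% relative to plate controls; inactive = activation below 50%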;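 note: necroptosis triggered by 40 ng/mL TNF-alpha added together with compound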
Runt-CBFb FRET = Runt domain-CBFb interaction inhibition; AID 1496; inhibition, % at 20 µM; 0.46% of 220,000 active; Cerulean-Runt/Venus-CBFb FRET ratio 530/480, 1 h; Q01196+Q13951;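 active = inhibition over about 50% at 20 µM in the single-dose screen, limit read from the data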;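 note: 0% = DMSO wells and 100% = excess unlabeled CBFb competitor control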
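test system = Cerulean-tagged RUNX1 Runt domain (FRET donor) fusion protein | reagent = Venus-CBFb binding partner, 100 nM | incubation = protein complex preformed 1 h, compound exposure 1 h, room temperature, dark | detection = FRET fluorescence | read-out basis = loss of energy transfer signal | controls = 5 µM unlabeled CBFb as full-inhibition high control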
RBBP9 inh = blocks human serine hydrolase RBBP9 | 0.2% of 220,000 active | AID 1515 | inhibition, % at 7.94 µM | recombinant RBBP9, FP-Rh probe fluorescence polarization;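 active = inhibition above the campaign mean of all tested compounds plus 3 SD, cut at about 14% in these data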;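 note: plate controls were DMSO wells with RBBP9 for no effect and wells lacking RBBP9 protein for full effect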
Target sequence (O75884 whole entry, looked up): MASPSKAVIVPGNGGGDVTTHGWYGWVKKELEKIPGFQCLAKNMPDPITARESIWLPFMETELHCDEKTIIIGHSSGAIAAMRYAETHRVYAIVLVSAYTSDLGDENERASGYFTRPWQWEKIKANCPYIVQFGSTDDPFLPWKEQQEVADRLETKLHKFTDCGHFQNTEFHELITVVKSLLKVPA
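System: RBBP9 protein / Quantity: 2.5 µM RBBP9 dispensing solution, before mixing / Also added: Serine-hydrolase probe FP-Rh, 375 nM pre-mixing / Dosing: 7.94 µM single dose, 0.794% DMSO / Timing: enzyme-compound preincubation 30 min, then probe labeling 45 min, 25 °C / Signal: FP readout at 525/598 nm / Controls: DMSO-treated enzyme wells and wells lacking RBBP9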
PGE2 EP2 inh = blocks the human prostaglandin E2 receptor EP2 | P43116 | C6 glioma cells expressing human EP2, cAMP TR-FRET; cells stimulated with saturating PGE2 | inhibition, % at 25 µM | 0.52% of 260,000 active;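 active = percent inhibition above 40 after rounding to a whole number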;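 note: rat C6 glioma host cells with rolipram phosphodiesterase inhibitor present; the protocol text gives 20 µM as final concentration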
Target sequence (P43116 whole entry, looked up): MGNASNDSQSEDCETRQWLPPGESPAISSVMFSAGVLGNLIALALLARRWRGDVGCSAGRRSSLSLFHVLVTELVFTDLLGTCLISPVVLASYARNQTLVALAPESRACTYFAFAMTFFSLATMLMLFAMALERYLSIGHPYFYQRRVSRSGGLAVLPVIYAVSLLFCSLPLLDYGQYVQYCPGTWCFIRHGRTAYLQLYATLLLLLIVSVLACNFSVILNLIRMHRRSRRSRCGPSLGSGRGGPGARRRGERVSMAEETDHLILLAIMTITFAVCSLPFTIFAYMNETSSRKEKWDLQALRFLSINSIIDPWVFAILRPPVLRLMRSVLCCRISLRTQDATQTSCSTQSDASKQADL
EP2 mod = modulates human prostaglandin E2 receptor EP2 signaling; EP2-expressing cells, cAMP HTRF FRET, PGE2 co-stimulation; P43116; induction, % at 25 µM; 0.83% of 260,000 active;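 active = compounds whose cAMP rise, as percent of the full-agonist control response, exceeds 60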;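 note: rat C6 glioma line stably carrying human EP2 under a CMV promoter; the protocol text gives 20 µM as final concentration; 100% = response of wells given 1 µM PGE2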
zVAD death inh = blocks zVAD induced death of L929 cells. AID 1377. viability rescue, % at 10 µM. 0.38% of 220,000 active. L929 zVAD necroptosis rescue, ATP luminescence, 24 h; with zVAD 60 µM;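 active = activation, scaled between plate controls, above about 75%, limit read from the data; inactive = activation under that limit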;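 note: 0% = zVAD with DMSO and 100% = DMSO alone without zVAD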
Runt-SMMHC FRET = blocks binding of human RUNX1 Runt domain to CBFb-SMMHC. Cerulean-Runt/Venus-CBFb-SMMHC FRET ratio 530/480, 1 h. 0.74% of 220,000 active. Q01196+Q13951. inhibition, % at 20 µM. AID 1434;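 active = mean inhibition across duplicate retests at 20 µM reaching about 50%, limit read from the data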;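 note: 0% = DMSO wells and 100% = wells with excess untagged CBFb-SMMHC; inhibitors lower the FRET ratio by blocking Runt binding to CBFb-SMMHC; some results filed as inactive read as strong as hits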
Hck Nef HTS = human Hck-Nef kinase inhibition. AID 463187. 0.68% of 220,000 active. P08631. Recombinant Hck-YEEI plus Nef, Z-Lyte FRET kinase assay. inhibition, % at 20 µM;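 active = Hck-Nef kinase inhibition above about 50%, limit read from the data; inactive = inhibition below that limit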;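 note: 0% = DMSO with Hck plus Nef and 100% = Hck alone without Nef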
Target sequence (P08631 whole entry, looked up): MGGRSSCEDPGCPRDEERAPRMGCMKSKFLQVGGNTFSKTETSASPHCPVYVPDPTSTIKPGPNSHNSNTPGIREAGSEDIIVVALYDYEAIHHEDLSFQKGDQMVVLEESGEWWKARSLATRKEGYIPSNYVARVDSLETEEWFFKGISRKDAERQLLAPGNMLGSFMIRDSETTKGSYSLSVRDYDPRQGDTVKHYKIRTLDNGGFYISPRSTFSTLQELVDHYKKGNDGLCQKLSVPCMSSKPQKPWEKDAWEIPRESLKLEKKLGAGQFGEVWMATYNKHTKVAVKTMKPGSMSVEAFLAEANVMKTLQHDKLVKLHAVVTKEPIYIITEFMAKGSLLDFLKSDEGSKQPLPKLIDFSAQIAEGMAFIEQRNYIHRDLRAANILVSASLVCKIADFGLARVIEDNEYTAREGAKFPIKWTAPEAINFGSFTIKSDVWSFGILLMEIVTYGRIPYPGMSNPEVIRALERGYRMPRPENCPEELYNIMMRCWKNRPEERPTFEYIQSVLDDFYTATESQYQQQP
PERK inhibitor = human PERK inhibition, primary cell-based screen; CHO PERK-DD fusion, SEAP luminescence translation reporter; inhibition, % at 5.6 µM; 0.17% of 220,000 active; Q9NZJ5;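 active = inhibition above the mean inhibition of all tested compounds plus 3 SD, set separately per screening campaign, cut at about 2.9% in these data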;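 note: PERK kinase domain activated by AP20187 dimerizer at 100 nM; 0% = DMSO with dimerizer and 100% = rapamycin at 8.4 µM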
* hit, by the source's call; · = not tested or not shown; & = joins results of further samples.

SMILES	TNF necrop inh	Runt-CBFb FRET	RBBP9 inh	PGE2 EP2 inh	EP2 mod	zVAD death inh	Runt-SMMHC FRET	Hck Nef HTS	PERK inhibitor
Nc1c(S(=O)(=O)c2ccccc2)c2nc3ccccc3nc2n1C1CC1	-0.5	6	1	2	-29	-0.5	15	32	0.3
COc1cccc(C(=O)CSc2nnc(-c3cc(OC)cc(OC)c3)o2)c1	0.3	0	-3	17&11	6&18	0.6	-1	0	0.0
COc1cc(C(=O)Oc2ccccc2)ccc1OCc1c(C)noc1C	-2.5	-2	-6	10	3	0.0	-3	4	0.6
CCCCOC(=O)Sc1nc2ccccc2o1	-1.8	2	-6	14	71*	0.1	-3	2	1.9
COc1cc(/C=N/NC(=O)c2cccc([N+](=O)[O-])c2)ccc1OCc1ccc(C)cc1	-1.2	0	-6	11	-10	0.1	1	0	0.1
CN(C)C(=O)c1nc2ccc(Cl)cn2c1CNCc1ccccc1OC(F)(F)F	0.2	-3	-1	8	16	-0.5	1	6	0.9
CCOC(=S)SCC(=O)Nc1nc(-c2ccc(Br)cc2)cs1	-12	15	-21	5	-49	-0.2	8	0	0.8
Cc1onc(-c2ccccc2Cl)c1C(=O)NCc1ccccn1	-0.8	1	3	5	10	1.1	-4	0	0.5
CN=C1SC(CC(=O)NCCc2ccc(OC)c(OC)c2)C(=O)N1C (stereo not given)	-0.2	-2	-8	11	-17	-0.1	3	2	0.1
Cc1cc([N+](=O)[O-])nn1CCC(=O)Nc1nccs1	1.1	0	-6	12	2	3.7	-2	20	0.3
CCOC(=O)c1c(Nc2ccccc2OCCOC)n[nH]c1C	0.5	-2	-2	8	0	7.1	3	9	-1.4
O=C(CN1CCC(n2nnc3cc(F)ccc32)CC1)NC1CCCCC1	2.0	0	-7	9&4	1&-22	0.1	2	3	-1.6
O=C(CCN1C(=O)c2ccccc2C1=O)N1CCN(Cc2ccccc2)CC1	-1.9	1	-6	7	-1	0.3	0	1	0.8
CN(C(=O)c1ccco1)c1nc2c(s1)CCCC2	-1.6	3	-2	13	-4	-0.9	-1	1	1.6
CC1CCc2c(sc3ncn(CC(=O)N4CCCCC4)c(=O)c23)C1 (stereo not given)	0.2	-3	-4	6	-43	0.7	-1	19	0.1
CCCCC(=O)Nc1ccc(C(=O)NNC(=S)NC(=O)c2ccccc2[N+](=O)[O-])cc1	-0.7	4	0	8	5	-0.3	3	2	-1.0
CCCn1c(SCC(=O)Nc2cccc(S(=O)(=O)N3CCCC3)c2)n[nH]c1=O	-0.5	1	7	8	-11	0.8	-2	-13	1.6
COC1=CC(=O)CC(C)C12Oc1cc(OC)cc(OC)c1C2=O (stereo not given)	-0.4	0	·	15	5	0.6	-3	31	·
N#C/C(=C\C=C\c1ccccc1[N+](=O)[O-])c1nc(-c2ccc3c(c2)OCO3)cs1	-1.1	-14	2	22	12	1.0	-31	1	1.0
Cc1cccc(NC(=S)NCCc2ccccc2)n1	-1.3	6	1	9	54	-0.8	26	23	0.3
c1ccc2c3nnc4n(c-3nc2c1)CCCS4	1.1	-3	-4	17	9	0.3	3	-10	-0.3
CCc1nc(SCC(=O)NCc2ccco2)c2c3c(sc2n1)CCCC3	-3.1	-3	-9	8&8	26&34	-0.1	1	3	-0.6
CN(C)S(=O)(=O)c1cc(NC(=O)COC(=O)/C=C/c2ccco2)ccc1Cl	0.6	8	-12	6	-17	1.3	1	17	2.1
CCOC(=O)c1[nH]c2ccccc2c1NC(=O)c1ccc(S(=O)(=O)N2CCCC2)cc1	-1.9	-5	-3	5	-50	·	-2	-7	-0.5
CCN1C(=O)c2c(C)nc3ccccc3c2C1=O	-1.0	-3	1	9	24	1.1	3	5	0.4
CCOC(=O)c1c(NC(=O)CSc2nnc(CNC(=O)c3ccco3)n2C)sc2c1CCC2	0.7	-5	-6	6	34	0.0	0	2	-1.4
Cc1cc(=O)[nH]c(SCC(=O)Nc2ccc(S(=O)(=O)N3CCCCC3)cc2)n1	1.4	1	-7	2	22	0.9	-1	1	0.9
CC1CCCC(C)N1C(=O)Nc1cccc(Cl)c1 (stereo not given)	-2.5	-1	-4	5	-2	-0.3	-2	3	2.9*
COCCNc1nc(=S)[nH]c2cc(OC)c(OC)cc12	-3.6	-1	6	23	2	0.0	-48	3	1.4
N#CCCN(Cc1ccccc1)C(=S)NC(=O)c1ccccc1	-4.3	6	-2	4	1	-0.1	2	0	-0.7

3 entries out of the list above, arranged by the number in Hck Nef HTS, high to low:
SMILES,Runt-CBFb FRET,RBBP9 inh,EP2 mod,Runt-SMMHC FRET,Hck Nef HTS,PERK inhibitor
CC1CCCC(C)N1C(=O)Nc1cccc(Cl)c1 (stereo not given),-1,-4,-2,-2,3,2.9*
N#C/C(=C\C=C\c1ccccc1[N+](=O)[O-])c1nc(-c2ccc3c(c2)OCO3)cs1,-14,2,12,-31,1,1.0
c1ccc2c3nnc4n(c-3nc2c1)CCCS4,-3,-4,9,3,-10,-0.3

(next part)
SMILES	TNF necrop inh	Runt-CBFb FRET	RBBP9 inh	PGE2 EP2 inh	EP2 mod	zVAD death inh	Runt-SMMHC FRET	Hck Nef HTS	PERK inhibitor
Cc1ccc(NC(=S)N=Nc2c(O)n(C)c3ccc(S(=O)(=O)N4CCOCC4)cc23)cc1C	-4.6	-2	-9	3	26	·	2	6	-0.5
CCOC(=O)c1sc(NS(=O)(=O)c2ccccc2Cl)nc1C	1.0	0	-31	6	24	0.0	-1	0	-0.6
S=C1NCN(Cc2cccnc2)CN1c1cccc(Cl)c1	0.2	0	-8	5	-3	0.5	0	6	1.5
Cc1cc(C)nc(Nc2ccc(N3CCCC3)cc2)n1	-0.5	-6	-1	14	-12	0.3	-19	2	-0.9
O=C(CCn1c(=S)oc2ccccc21)NC1CCCCCC1	1.6	0	-8	6	-2	0.3	1	10	1.8
COC(=O)C1=C(CSc2nncn2C)NC(=O)NC1c1ccc(F)cc1 (stereo not given)	-1.2	-6	-8	7	-2	-0.2	-1	0	0.2
CSc1nc(C)cc(SC(C(C)=O)C(=O)Nc2ccccc2)n1 (stereo not given)	-0.9	39	0	8	10	0.2	-2	0	0.3
O=C(Nc1cc(N2CCOCC2)ncn1)Nc1cccc2ccccc12	1.3	3	-7	17	-14	1.8	-1	8	-0.7
CC(C)N(C(=O)Cn1cc(SCC(=O)N2CCCC2)c2ccccc21)C(C)C	1.4	2	1	9	2	-0.9	2	17	0.1
CCOC(=O)c1sc(=NC(=O)c2cccs2)n(C)c1C	3.9	1	-1	12	-5	0.7	5	-6	0.1
O=c1c2cc(NC(=S)NCc3ccccn3)ccc2nc2n1CCCCC2	0.2	2	0	3	-28	0.1	-1	2	1.4
COc1ccc(N(C)C(=S)Oc2ccc(C(=O)Nc3ccccc3)cc2)cc1	12	-2	-6	4	-22	0.4	2	5	1.2
CCOC(=O)C(Cc1ccccc1)NS(=O)(=O)c1ccc(NC(C)=O)cc1 (stereo not given)	-0.5	-1	0	12	28	0.0	0	10	-0.3
CC(C)Cn1c(=O)c2ccccc2c2ccccc2c1=O	-1.0	-1	7	9	25	-0.4	0	12	0.7
COc1ccc(/C=C/C(=O)NCc2cnn(C)c2C)cc1COc1ccc(Br)cc1	3.4	-4	-8	10	-34	4.6	-7	0	-0.5
O=C(N/N=C/C=C/c1ccccc1)c1ccncc1	2.6	1	-7	14	11	1.3	1	3	1.5
Cn1c(CNc2ccc(Cl)cc2)nnc1SCCN1CCCCC1	1.4	-3	6	15&12	3&5	-0.3	0	9	0.2
Cc1ccc(C(=O)NC(=S)NCc2cccnc2)cc1C	-0.4	1	-7	6	-42	66	0	14	0.4
CCCCC(=O)N/C(N)=N/c1nc2ccccc2o1	3.5	0	-5	8	-31	1.6	2	4	1.9
O=C(O)C(Cc1cc2ccccc2[nH]1)N1C(=O)C2CC=C(Cl)CC2C1=O (stereo not given)	-1.0	-1	-8	7	10	0.1	0	1	1.0
COC(=O)c1ccc(C2/C(=C(\O)c3cccc(OC)c3)C(=O)C(=O)N2CCCN(C)C)cc1 (stereo not given)	-0.6	-1	-11	8	19	·	2	3	-0.2
CNC(=S)N(CCc1c(C)[nH]c2ccccc12)Cc1cc(OC)c(OC)c(OC)c1	5.1	-4	-4	·	-6	1.8	3	-1	-0.6
CC1Cc2cc(/C(O)=C3/C(=O)C(=O)N(CC4CCCO4)C3c3ccco3)ccc2O1 (stereo not given)	-3.3	3	-6	20	11	0.0	-2	1	0.8
CCc1nnc(NC(=O)C2CCCN2S(=O)(=O)c2ccc(C)cc2)s1 (stereo not given)	-1.5	0	-11	·	7	-0.1	2	0	-1.1
CC(=O)c1sc(-c2ccc(F)cc2F)nc1C	0.4	-1	-2	18	8	1.2	0	6	1.8
COc1ccccc1C(=O)n1nc(-c2ccc(Cl)cc2)nc1N	-1.5	-2	-6	·	-18	-0.3	0	1	1.0
CC(C)C(C)NC(=O)CSc1nc2scc(-c3ccco3)c2c(=O)n1-c1ccccc1 (stereo not given)	9.8	0	-4	9	24	-0.1	-24	-8	-0.8
Nc1nc(C(=O)N2CCOCC2)nn1C(=O)c1ccc(Cl)cc1	0.9	1	0	5	12	-1.6	0	1	-0.5
COc1ccc(-c2cnnc(N/N=C/c3ccc(O)c(O)c3)n2)cc1	-3.2	2	-16	9	0	73	-3	8	0.0
O=c1cc(CO)oc(C(Nc2cccc(C(F)(F)F)c2)c2ccccn2)c1O (stereo not given)	-0.1	4	-9	11	0	0.5	10	-52	-0.6
Cc1ccc(S(=O)(=O)N2CCCC(C(=O)Nc3cccnc3)C2)cc1 (stereo not given)	-2.7	-2	3	5	-9	-0.5	2	1	-0.5
CC(Oc1ccccc1)C(=O)NC1C(=O)N2C1SC(C)(C)C2C(=O)O (stereo not given)	-0.6	-1	-3	7&4	-5&24	23	-3	18	0.6
COc1ccc(Cc2noc(CN(C)Cc3ccc(-n4cccn4)cc3)n2)cc1OC	0.2	-1	-5	8	-13	1.8	1	23	-0.4
CC1(C)CC(=O)C2=C(C1)OC(N)=C(C#N)C21C(=O)N(CN2CCOCC2)c2ccccc21 (stereo not given)	-0.9	-1	1	13	8	-0.3	-4	-10	0.2
CN(/N=C/c1ccncc1)c1cnc2ccccc2n1	5.7	-3	1	7	-17	29	-8	30	-0.4
CSC1=N/C(=C\c2ccccc2F)C(=O)S1	-4.3	1	-1	·	38	-0.3	5	2	1.9
Cc1nc2ncnn2c(C)c1CCC(=O)NCCc1ccccc1	0.3	0	-8	2	14	-0.6	-6	-22	0.1
COc1cccc(OC)c1C(=O)Nn1c(-c2cccs2)nc2ccccc2c1=O	0.2	2	-1	11	-8	0.7	-6	3	0.0
O=C(O)C1CCC(=O)N1Cc1ccccc1Cl (stereo not given)	0.1	2	-6	3	13	-0.3	-3	-10	0.9
O=C(/C=C/c1ccc(F)cc1)N1CCN(c2ncccn2)CC1	0.1	-1	-14	7	16	0.2	1	5	0.5

Screening results from PubChem.

Only part of the results is shown. The share of hits here may be higher or lower than overall.
